MsrA inhibitor = inhibitors of bovine MsrA | 360,000 compounds, 0.75% hits | purified bovine MsrA, absorbance read-out | inhibition, % at 15.5 µM | AID 651718; in the data active = inhibition above about 4.5%;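 also: 0% = vehicle wells with enzyme and 100% = reference inhibitor wells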
FAS TE block = inhibitors of human fatty acid synthase thioesterase domain; P49327; recombinant FAS-TE, OMFH fluorogenic substrate, fluorescence endpoint; inhibition, % at 15 µM; 360,000 compounds, 0.67% hits; AID 602261;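 active = compounds whose normalised, plate-corrected inhibition of enzyme fluorescence in the single-dose primary screen is 50% or more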;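 also: 0% = DMSO with enzyme and 100% = substrate without enzyme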
NRP1-CendR mod = NRP-1/CendR interaction modulation | O14786 | FAM-RPARPAR peptide binding to NRP-1, fluorescence polarization | inhibition, % at 25 µM | 360,000 compounds, 0.85% hits | AID 602438;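 active = inhibition or corrected inhibition above about 18%, plus a signal ratio from 0.5 to 1.5, limit read from the data, passing the limit was not always enough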; also: strong numbers were not always called active
E coli Lon inh = E. coli protease La inhibition; 360,000 compounds, 0.42% hits; inhibition, % at 7.94 µM; AID 602123; purified E. coli Lon protease, fluorescence polarization; in the data active = inhibition above about 13%, passing the limit was not always enough;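 also: 0% = enzyme with probe and DMSO and 100% = no enzyme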
SKN-1 inh = C. elegans SKN-1 inhibition. C. elegans VP596 Pgst-4::GFP/RFP ratio, acrylamide-induced, 24 h. inhibition, % at 21.8 µM. 360,000 compounds, 0.49% hits. AID 624304;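 active = interference check ratio from 0.5 to 1.5 plus GFP to RFP signal ratio inhibition reaching or exceeding a fixed threshold, cut at about 30% in these data, passing the limit was not always enough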; also: some compounds called inactive have numbers as strong as hits
MT1-MMP act inh = inhibitors of human MT1-MMP activation; GFP/RFP ratio change, % at 20 µM; P50281; 360,000 compounds, 0.061% hits; HT1080 RFP-PRO-GFP cells, GFP/RFP ratio fluorescence, overnight; percent of plate control window, DMSO zero;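 active = GFP/RFP ratio change of at least 30% with cell ATP level not reduced by more than half and red fluorescence within 50% of control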; also: strong numbers were not always called active
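Assay system: RFP-PRO-GFP reporter HT1080 cells; read-out basis: GFP/RFP fluorescence ratio; benchmarks: DMSO wells and RFP-L50D-GFP cells; doses: 20 µM single dose, 1% DMSO; schedule: overnight cell settling, then overnight compound exposure, 37 °C, 5% CO2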
bovine MsrA act = activators of bovine methionine sulfoxide reductase A | purified bovine MsrA, absorbance read-out | activation, % at 10.6 µM | 360,000 compounds, 0.3% hits | AID 602163; in the data active = activation above about 7.5%;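 also: 0% = vehicle and 100% = reference activator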
PABP1 MLLE inh = blocks PAM2 peptide binding to the PABP1 MLLE domain; GST-MLLE / FITC-PAM2 fluorescence polarization; AID 588489; inhibition, % at 20 µM; P11940; 360,000 compounds, 0.36% hits; in the data active = inhibition above about 35%, passing the limit was not always enough;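 also: plate controls were DMSO wells with GST-MLLE for no effect and wells lacking GST-MLLE protein for full effect; some results filed as inactive read as strong as hits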
Target sequence (P11940 whole entry, looked up, the tested form may be a part): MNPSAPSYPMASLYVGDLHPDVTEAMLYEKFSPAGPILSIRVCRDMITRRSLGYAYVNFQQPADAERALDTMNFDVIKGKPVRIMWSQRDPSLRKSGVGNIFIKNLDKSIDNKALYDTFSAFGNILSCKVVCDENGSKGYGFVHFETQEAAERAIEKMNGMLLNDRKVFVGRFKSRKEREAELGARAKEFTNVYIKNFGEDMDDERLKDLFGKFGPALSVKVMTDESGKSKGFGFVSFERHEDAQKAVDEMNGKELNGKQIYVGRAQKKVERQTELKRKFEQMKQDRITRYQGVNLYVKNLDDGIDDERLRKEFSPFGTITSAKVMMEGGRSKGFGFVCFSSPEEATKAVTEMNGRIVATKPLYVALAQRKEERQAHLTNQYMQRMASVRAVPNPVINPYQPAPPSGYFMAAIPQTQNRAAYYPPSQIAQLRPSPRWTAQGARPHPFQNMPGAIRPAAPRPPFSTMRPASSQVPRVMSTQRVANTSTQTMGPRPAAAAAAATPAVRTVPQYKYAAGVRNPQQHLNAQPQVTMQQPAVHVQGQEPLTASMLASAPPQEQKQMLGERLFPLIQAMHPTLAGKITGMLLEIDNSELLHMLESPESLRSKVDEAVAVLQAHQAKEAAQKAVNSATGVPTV
Tb MetRS inh = blocks T. brucei methionyl-tRNA synthetase activity; purified T. brucei MetRS, ATP depletion, Kinase-Glo luminescence; inhibition, % at 11.9 µM; 360,000 compounds, 0.4% hits; AID 624268;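 active = inhibition above a per-plate cutoff of the control wells' mean inhibition plus 3 SD, cut at about 5.5% in these data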;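 also: 0% = DMSO wells median and 100% = median of wells with control inhibitor compound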
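Dosing: 11.9 µM compound single dose, 0.9% DMSO; Assay system: purified T. brucei MetRS enzyme; Measured by: Kinase-Glo luciferase luminescence reporting remaining unconsumed ATP; Schedule: 15 min plus 2 h at 25 °C.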
Active calls of the source: *.

Cc1ccccc1N1CCN(c2ccccc2NC(=O)/C=C\C(=O)O)CC1 was read as MsrA inhibitor 0.1, FAS TE block -2.0, NRP1-CendR mod 5.1, E coli Lon inh -3.8, SKN-1 inh 12.9, MT1-MMP act inh -2.1, bovine MsrA act -1.5, PABP1 MLLE inh 1.2 and Tb MetRS inh 0.8.
Screening CC(C)(C)NC(=O)C(c1ccncc1)N(Cc1ccco1)C(=O)c1ccc(-c2ccccc2)[nH]1 (stereo not drawn) returned MsrA inhibitor 1.5, FAS TE block 3.1, NRP1-CendR mod -6.9, E coli Lon inh -11.5, SKN-1 inh 8.2, MT1-MMP act inh -11.3, bovine MsrA act -8.9, PABP1 MLLE inh -13.5 and Tb MetRS inh -1.4.
Screening COc1ccc(C(=O)c2cnc(C(C)C)n2C)cc1 returned MsrA inhibitor -0.9, FAS TE block -8.9, NRP1-CendR mod -0.8, E coli Lon inh 3.4, SKN-1 inh -3.9, MT1-MMP act inh 0.6, bovine MsrA act -8.1, PABP1 MLLE inh -9.7 and Tb MetRS inh -1.2.
Screening O=C(NCc1ccco1)c1cc2ccc(O)cc2oc1=O returned MsrA inhibitor 0.9, FAS TE block -2.4, NRP1-CendR mod -10.4, E coli Lon inh -7.4, SKN-1 inh -11.6, MT1-MMP act inh 4.9, bovine MsrA act -8.7, PABP1 MLLE inh -7.2 and Tb MetRS inh -1.7.
`Cc1ccc(S(=O)(=O)N2CCN(C(=O)CSc3ncn[nH]3)CC2)c(C)c1` gave MsrA inhibitor -0.3, FAS TE block -2.9, NRP1-CendR mod 12.3, E coli Lon inh -3.8, SKN-1 inh -4.9, MT1-MMP act inh 6.6, bovine MsrA act -6.6, PABP1 MLLE inh -16.0 and Tb MetRS inh -0.4.
For COC(=O)c1cccc(NC(=O)c2cc3ccccc3o2)c1 the results were MsrA inhibitor 1.2, FAS TE block 5.4, NRP1-CendR mod -2.0, E coli Lon inh -12.4, SKN-1 inh -6.0, MT1-MMP act inh 0.7, bovine MsrA act -10.5, PABP1 MLLE inh 1.1 and Tb MetRS inh -1.8.
Cc1cccc(S(=O)(=O)NCCc2cn3ccccc3n2)c1 was read as MsrA inhibitor -0.8, FAS TE block -2.7, NRP1-CendR mod 7.1, E coli Lon inh -8.8, SKN-1 inh 6.3, MT1-MMP act inh 1.7, bovine MsrA act -1.2, PABP1 MLLE inh 12.6 and Tb MetRS inh -0.5.
`COc1ccc(OC)c(-n2c(C)nc3cc(C(=O)O)ccc32)c1` gave MsrA inhibitor 1.6, FAS TE block -3.0, NRP1-CendR mod 2.5, E coli Lon inh -6.1, SKN-1 inh 3.1, MT1-MMP act inh -0.4, bovine MsrA act -4.3, PABP1 MLLE inh 10.7 and Tb MetRS inh -0.5.
CCOc1ccc(NC(=O)c2cc(S(=O)(=O)N3CCOCC3)cn2C)cc1 was read as MsrA inhibitor -0.5, FAS TE block -2.7, NRP1-CendR mod -7.8, E coli Lon inh -10.4, SKN-1 inh -3.7, MT1-MMP act inh 2.4, bovine MsrA act -9.4, PABP1 MLLE inh 6.6 and Tb MetRS inh -0.6.
For O=C(CCC(=O)c1ccccc1)Nc1ccc(C(=O)O)cc1 the results were MsrA inhibitor -0.5, FAS TE block -8.3, NRP1-CendR mod 2.9, E coli Lon inh -8.0, SKN-1 inh 9.8, MT1-MMP act inh 0.7, bovine MsrA act 3.9, PABP1 MLLE inh -30.9 and Tb MetRS inh -0.8.
Screening O=C(CN1CCN(S(=O)(=O)c2ccc(F)cc2)CC1)NC1CC1 returned MsrA inhibitor 1.2, FAS TE block -1.3, NRP1-CendR mod -5.3, E coli Lon inh -0.4, SKN-1 inh 20.4, MT1-MMP act inh 1.9, bovine MsrA act -1.3, PABP1 MLLE inh 1.5 and Tb MetRS inh -0.1.
COc1ccc(NC(=O)CN(C)C(=O)c2ccccc2CCc2ccccc2)cc1 was read as MsrA inhibitor -0.9, FAS TE block 10.7, NRP1-CendR mod -3.4, E coli Lon inh 7.1, SKN-1 inh -14.2, MT1-MMP act inh 0.9, bovine MsrA act -11.3, PABP1 MLLE inh 3.4 and Tb MetRS inh -0.6.
Cc1ccc(NC(=O)c2cccc(OCc3c(C)noc3C)c2)cc1S(=O)(=O)Nc1ccccc1Cl was read as MsrA inhibitor 0.5, FAS TE block 26.9, NRP1-CendR mod -9.6, E coli Lon inh -7.0, SKN-1 inh 8.1, MT1-MMP act inh 12.6, bovine MsrA act -3.7, PABP1 MLLE inh 0.1 and Tb MetRS inh -0.6.
`COc1cccc(NC(=O)CCC2CCN(C(=O)C3CC=CCC3)CC2)c1` (stereo not drawn) gave MsrA inhibitor -0.2, FAS TE block -0.2, NRP1-CendR mod 12.8, E coli Lon inh -2.8, SKN-1 inh 4.3, MT1-MMP act inh -4.3, bovine MsrA act -0.4, PABP1 MLLE inh 10.0 and Tb MetRS inh -0.5.
CCc1nc2ccc(C(=O)N3CCN(CC)CC3)cc2nc1CC was read as MsrA inhibitor 0.4, FAS TE block -11.0, NRP1-CendR mod 3.7, E coli Lon inh -2.3, SKN-1 inh -1.3, MT1-MMP act inh -1.0, bovine MsrA act -3.2, PABP1 MLLE inh 2.3 and Tb MetRS inh -0.8.
Screening O=C(Nc1ccc(N2CCCCC2)cc1)c1ccc(F)cc1 returned MsrA inhibitor -0.9, FAS TE block -8.3, NRP1-CendR mod -13.9, E coli Lon inh -12.6, SKN-1 inh 1.4, MT1-MMP act inh -0.9, bovine MsrA act -10.3, PABP1 MLLE inh -8.3 and Tb MetRS inh -1.3.
`COc1ccccc1N/C=C(\C#N)c1nc2ccccc2[nH]1` gave MsrA inhibitor 2.1, FAS TE block -2.2, NRP1-CendR mod -14.1, E coli Lon inh -1.6, SKN-1 inh 1.0, MT1-MMP act inh 0.6, bovine MsrA act -3.7, PABP1 MLLE inh -17.6 and Tb MetRS inh -0.6.
`CCOC(=O)C1=C(Nc2ccccc2)CSC1` gave MsrA inhibitor -0.7, FAS TE block 7.4, NRP1-CendR mod -4.7, E coli Lon inh -0.9, SKN-1 inh -0.5, MT1-MMP act inh -3.1, bovine MsrA act -2.6, PABP1 MLLE inh 16.2 and Tb MetRS inh -0.2.
For NC(=O)CC(NC(=O)c1ccccc1)c1ccc(NC2CCCCC2)c([N+](=O)[O-])c1 (stereo not drawn) the results were MsrA inhibitor -0.8, FAS TE block 7.3, NRP1-CendR mod -31.9, E coli Lon inh -4.5, SKN-1 inh 4.4, MT1-MMP act inh 13.1, bovine MsrA act -13.4, PABP1 MLLE inh -16.6 and Tb MetRS inh -0.6.

Seven entries from above, ordered by length of the SMILES, descending.
Cc1ccc(NC(=O)c2cccc(OCc3c(C)noc3C)c2)cc1S(=O)(=O)Nc1ccccc1Cl was read as MsrA inhibitor 0.5, FAS TE block 26.9, NRP1-CendR mod -9.6, E coli Lon inh -7.0, SKN-1 inh 8.1, MT1-MMP act inh 12.6, bovine MsrA act -3.7, PABP1 MLLE inh 0.1 and Tb MetRS inh -0.6.
CCOc1ccc(NC(=O)c2cc(S(=O)(=O)N3CCOCC3)cn2C)cc1 was read as MsrA inhibitor -0.5, FAS TE block -2.7, NRP1-CendR mod -7.8, E coli Lon inh -10.4, SKN-1 inh -3.7, MT1-MMP act inh 2.4, bovine MsrA act -9.4, PABP1 MLLE inh 6.6 and Tb MetRS inh -0.6.
Cc1ccccc1N1CCN(c2ccccc2NC(=O)/C=C\C(=O)O)CC1 was read as MsrA inhibitor 0.1, FAS TE block -2.0, NRP1-CendR mod 5.1, E coli Lon inh -3.8, SKN-1 inh 12.9, MT1-MMP act inh -2.1, bovine MsrA act -1.5, PABP1 MLLE inh 1.2 and Tb MetRS inh 0.8.
Screening O=C(CN1CCN(S(=O)(=O)c2ccc(F)cc2)CC1)NC1CC1 returned MsrA inhibitor 1.2, FAS TE block -1.3, NRP1-CendR mod -5.3, E coli Lon inh -0.4, SKN-1 inh 20.4, MT1-MMP act inh 1.9, bovine MsrA act -1.3, PABP1 MLLE inh 1.5 and Tb MetRS inh -0.1.
For O=C(CCC(=O)c1ccccc1)Nc1ccc(C(=O)O)cc1 the results were MsrA inhibitor -0.5, FAS TE block -8.3, NRP1-CendR mod 2.9, E coli Lon inh -8.0, SKN-1 inh 9.8, MT1-MMP act inh 0.7, bovine MsrA act 3.9, PABP1 MLLE inh -30.9 and Tb MetRS inh -0.8.
Screening O=C(NCc1ccco1)c1cc2ccc(O)cc2oc1=O returned MsrA inhibitor 0.9, FAS TE block -2.4, NRP1-CendR mod -10.4, E coli Lon inh -7.4, SKN-1 inh -11.6, MT1-MMP act inh 4.9, bovine MsrA act -8.7, PABP1 MLLE inh -7.2 and Tb MetRS inh -1.7.
Screening COc1ccc(C(=O)c2cnc(C(C)C)n2C)cc1 returned MsrA inhibitor -0.9, FAS TE block -8.9, NRP1-CendR mod -0.8, E coli Lon inh 3.4, SKN-1 inh -3.9, MT1-MMP act inh 0.6, bovine MsrA act -8.1, PABP1 MLLE inh -9.7 and Tb MetRS inh -1.2.
